PLCg1 inh = inhibitors of human phospholipase C gamma1; P19174; 370,000 compounds, 0.84% hits; purified PLC-gamma1, fluorogenic substrate, fluorescence; inhibition, % at 12.2 µM; in the data active = inhibition above about 9.5%
ADAM10 inh = ADAM10 inhibition, QFRET primary screen. recombinant ADAM10, EDANS/DABCYL FRET peptide cleavage, 3 h. 370,000 compounds, 0.62% hits. AID 720582. inhibition, % at 7 µM;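 active = inhibition above a per-campaign cutoff equal to the mean of compounds falling between control-based bounds plus 3 SD, cut at about 20% in these data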;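 also: 0% = DMSO wells while the 100% control is not disclosed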
ADAM17 inh = ADAM17 inhibition, QFRET primary screen | P78536 | recombinant ADAM17, EDANS/DABCYL FRET peptide cleavage | inhibition, % at 6.95 µM | 370,000 compounds, 0.83% hits;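 active = inhibition above the mean of compounds lying between control limits plus 3 SD, set per campaign, cut at about 8.5% in these data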;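 also: 0% = DMSO-only wells as the low control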
DDE Tn6 FP inh = inhibitors of Tn6 peptide binding to human fibrin DD(E); P02675; Fibrin DD(E) TRITC-Tn6 fluorescence polarization displacement; inhibition, % at 8.3 µM; 370,000 compounds, 0.21% hits; AID 720509;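 active = inhibition above a per-campaign cutoff: mean of compounds within control limits plus 3 SD, cut at about 15% in these data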;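 also: 0% = median of all compound wells on the plate and 100% = blocking peptide control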
TDP2 inh = TDP2 (human) inhibition, absorbance primary screen; recombinant TDP2, T5PNP hydrolysis, p-nitrophenol absorbance 415 nm; AID 720702; inhibition, % at 12.8 µM; 370,000 compounds, 0.34% hits;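 active = inhibition above the mean of all tested compounds plus 3 SD, set per campaign, cut at about 25% in these data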;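 also: 0% = DMSO with enzyme and 100% = buffer with substrate but no TDP2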
Target sequence (O95551 whole entry, looked up): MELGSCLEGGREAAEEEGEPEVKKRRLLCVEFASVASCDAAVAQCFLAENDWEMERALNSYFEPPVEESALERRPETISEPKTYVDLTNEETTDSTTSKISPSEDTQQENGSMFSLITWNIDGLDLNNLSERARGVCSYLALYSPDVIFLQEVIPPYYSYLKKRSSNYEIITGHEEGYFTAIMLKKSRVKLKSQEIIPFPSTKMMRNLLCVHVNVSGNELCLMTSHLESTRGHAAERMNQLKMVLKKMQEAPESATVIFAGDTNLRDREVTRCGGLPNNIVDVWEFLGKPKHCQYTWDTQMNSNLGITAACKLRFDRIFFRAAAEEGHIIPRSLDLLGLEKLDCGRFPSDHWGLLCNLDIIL
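Test system: Human TDP2 enzyme | Reagent: 5 mM T5PNP | Compound dosing: 12.8 µM single point, 1% DMSO | Incubation: Enzyme reaction with compound for 2 h at 37 °C | Technique: p-Nitrophenol epi absorbance | Read-out: % inhibition relative to enzyme-containing and enzyme-free wells | Benchmarks: High control without enzyme, low control DMSO plus TDP2 | Replicates: Singlicate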
SIAE primary = human SIAE inhibition, primary screen; Q9HAT2; SIAE FP-Rh probe binding, fluorescence polarization; AID 1053197; inhibition, % at 9.66 µM; 370,000 compounds, 0.69% hits;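 active = inhibition above a cutoff: mean of compounds within the control limits plus 3 SD of those, cut at about 17% in these data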;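 also: 0% = plate median of compound wells and 100% = probe without SIAE protein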
ARFGAP1 inhibitor = rat ARFGAP1 inhibition; 360,000 compounds, 0.26% hits; Q62848; Arfgap1-stimulated ARF1 GTP hydrolysis, GDP FP detection; inhibition, % at 16.5 µM;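 active = inhibition above a per-plate limit, mean inhibition of low control wells plus 3 SD, cut at about 25% in these data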;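 also: 0% = DMSO wells with enzyme and 100% = wells lacking Arfgap1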
Target sequence (Q62848 1-136 limits assumed): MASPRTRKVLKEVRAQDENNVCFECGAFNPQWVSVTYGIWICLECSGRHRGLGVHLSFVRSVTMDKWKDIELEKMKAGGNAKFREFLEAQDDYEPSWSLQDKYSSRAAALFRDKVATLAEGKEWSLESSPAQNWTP
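System: truncated rat Arfgap1 GAP domain / Medium: HEPES-based buffer, pH 7.5 / Also added: N-terminally truncated human ARF1-GTP substrate / Incubation: enzyme reaction 120 min at 25 °C after 20 min preincubation / Measured by: FP of antibody-bound GDP Alexa 633 tracer, ex 620/em 688 nm / Replicates: singlicate, each compound tested once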
PLCb3 inh = blocks human PLC-beta3 enzyme activity; Purified PLC-beta3, fluorogenic substrate, fluorescence; 370,000 compounds, 0.18% hits; AID 720704; inhibition, % at 12.2 µM; Q01970; in the data active = inhibition above about 11%;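 also: 0% = median of compound wells on plate and 100% = full blocker control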
ASAP1 inh = blocks human ASAP1-stimulated Arf1 GTP hydrolysis. 360,000 compounds, 0.19% hits. AID 624377. GDP FP detection. inhibition, % at 16.5 µM. Q9ULH1; in the data active = inhibition above about 25%;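 also: 0% = vehicle with enzyme and substrate and 100% = no enzyme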
Target sequence (Q9ULH1 325-724 limits assumed): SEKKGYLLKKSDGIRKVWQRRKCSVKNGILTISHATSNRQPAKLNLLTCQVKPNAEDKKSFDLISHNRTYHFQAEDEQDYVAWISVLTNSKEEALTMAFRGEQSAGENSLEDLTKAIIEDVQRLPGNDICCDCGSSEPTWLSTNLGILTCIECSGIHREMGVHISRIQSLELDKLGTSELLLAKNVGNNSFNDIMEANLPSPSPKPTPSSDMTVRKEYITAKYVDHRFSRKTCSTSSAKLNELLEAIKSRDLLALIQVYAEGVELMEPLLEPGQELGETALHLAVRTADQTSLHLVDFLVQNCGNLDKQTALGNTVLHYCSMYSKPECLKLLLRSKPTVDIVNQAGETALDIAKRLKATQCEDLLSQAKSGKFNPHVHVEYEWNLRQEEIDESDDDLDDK
Tn7 DDE FP = DD(E)-Tn7 binding inhibition, primary FP screen; AID 720508; inhibition, % at 8.3 µM; P02675; FP displacement of FITC-Tn7 peptide from fibrin DD(E); 0% = median of compound wells per plate; 370,000 compounds, 0.13% hits;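 active = inhibition above the mean of compounds falling within the control limits plus 3 SD of them, cut at about 14% in these data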;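 also: 0% = plate median of compound wells and 100% = 10 µM Aha-Tn7 peptide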
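Also added: labelled Tn7 tracer, 0.1 µM; Assay system: human fibrin DD(E) protein; Amount: 2 µM fibrin DD(E); Schedule: 10 min compound pre-incubation, 3 h probe incubation at room temperature; Repeats: one replicate per compound; Read-out basis: percent inhibition; Measured by: fluorescence polarization of the labelled Tn7 tracer.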
Starred values were filed as active, the others as inactive; . = no result given; & = joins results of further samples.

SMILES	PLCg1 inh	ADAM10 inh	ADAM17 inh	DDE Tn6 FP inh	TDP2 inh	SIAE primary	ARFGAP1 inhibitor	PLCb3 inh	ASAP1 inh	Tn7 DDE FP
OCC[C@H]1C[C@H](O)[C@@H](O)[C@]2(Cc3ccccc3CO2)O1	2	-3	-3	-1	15	3	-10	-17	0	-3
Cc1ncc([N+](=O)[O-])n1CC(=O)Nc1cc(Cl)ccc1Cl	5	-5	3	-9	0	1	-7	-3	18	-4
O=C(NC1CCCC1)C(c1c[nH]c2ccccc12)N(C(=O)Cn1nnc(-c2ccc(Cl)cc2)n1)c1ccccc1 (stereo not drawn)	2	2	0	-6	-8	-15	-1	1	19	-4
COc1ccccc1C(=O)NC(C)c1ccc(-n2ccnc2)cc1 (stereo not drawn)	1	2	-1	-1	10	1	7	0	-11	3
NC(c1ccccc1)c1csc(Nc2ccc(C(=O)NCCO)cc2)n1 (stereo not drawn)	-27	-17	-6	-1	5	7	-3	-35	10	4
Cc1nn(-c2ccccc2)c(C)c1/C=N/N1CCN(c2ccccn2)CC1	4	-5	4	3	5	5	-14	0	11	-3
CCOc1ccc(NC(=S)NC(=O)C2CCCC2)cc1	3	5	2	-2	2	-7	-10	-1	4	-2
CC(=O)Nc1ccc(NC(=O)CSc2ccc(-c3ccco3)nn2)cc1	-4	-4	-2	7	13	-7	-9	-1	-3	3
O=C1CCC(C(=O)Nc2cccc(Br)c2)N1 (stereo not drawn)	0	1	-1	-6	3	1	-24	-7	11	0
O=C(Nc1ccncc1)c1cc(-c2ccccc2)nc2ccccc12	2	-13	-3	0	9	-2	-7	-3	-3	8
S=C(Nc1cccc(Cl)c1)OC1CCC12CCC(c1ccccc1)CC2 (stereo not drawn)	4	1	1	-4	5	5	.	3	.	-3
O=c1[nH]cc(C(F)(F)F)cc1NS(=O)(=O)c1ccc([N+](=O)[O-])cc1	-1	1	-1	8	9	11	-1	-9	8	-2
Cc1onc(-c2ccccc2)c1-c1nnc(CN2CCN(S(=O)(=O)c3ccccc3F)CC2)o1	1	-6	5	7	-9	1	6	-6	-11	6
O=C(NCc1ccccn1)c1nc(Cn2cc([N+](=O)[O-])cn2)no1	5	6	1	-4	-3	3	11	3	-2	-2
CC(C)OCCCNC(=O)c1cccc2c1C(=O)c1ccc(Cl)cc1S2(=O)=O	5	-8	-3	-5	0	-4	5	1	-10	-10
Cc1cc(SCC(=O)NN=C2CCN(C(C)C)CC2)c(C)cc1Br	-3	9	-1	3	0	-5	3	-4	0	6
CCOC(=O)C1=C(COCCN)NC(C)=C(C(=O)OC)C1c1ccccc1Cl (stereo not drawn)	-118&-73&-132	-144&-70&-145	-41&-28&-38	1&-2&1	6&-1&-6	-3&-1&1	-8&6&3	-145&-103&-175	-7&0&3	4&7&2
Cc1nn(C2CCS(=O)(=O)C2)c(C)c1C=O (stereo not drawn)	2	3	0	-8	5	7	-1	7	1	1
CCN(CC)C(=O)CSC1=N/C(=C/c2ccco2)C(=O)N1c1ccc(OC)c(Cl)c1	-14	6	1	4	-10	-4	-3	-14	2	-1
COc1ccc(CNC(=O)Nc2nc(C(N)CCc3ccccc3)cs2)cc1 (stereo not drawn)	0	-4	-4	-2	3	-2	10	3	6	1
O=C(N1CCOCC1)N1CCCN(C(=O)N2CCOCC2)CC1	3	-8	-3	-13	1	-5	6	1	-1	3
Cc1ccc(N2CC(C(=O)NCc3ccc4c(c3)OCO4)CC2=O)cc1C (stereo not drawn)	-5	-5	-3	4	8	-6	-2	-5	-15	3
CC1CC(C)CN(C(=O)c2cc(-c3ccncc3)nc3ccccc23)C1 (stereo not drawn)	-6	-3	-5	8	-12	5	-5	-9	-10	5
Cc1ccc(-c2nnn(CC(=O)N(Cc3cccs3)C(C(=O)NC3CCCCC3)c3ccco3)n2)o1 (stereo not drawn)	1	-1	-1	2	-6	-1	5	-4	5	-5
Cc1ccc(SCc2cc(=O)[nH]c(Nc3nc(C)c4ccccc4n3)n2)cc1	2	5	-1	2	3	-21	2	3	-12	3

Next part (3 carried over from the part before).
SMILES	PLCg1 inh	ADAM10 inh	ADAM17 inh	DDE Tn6 FP inh	TDP2 inh	SIAE primary	ARFGAP1 inhibitor	PLCb3 inh	ASAP1 inh	Tn7 DDE FP
CC1CC(C)CN(C(=O)c2cc(-c3ccncc3)nc3ccccc23)C1 (stereo not drawn)	-6	-3	-5	8	-12	5	-5	-9	-10	5
Cc1ccc(-c2nnn(CC(=O)N(Cc3cccs3)C(C(=O)NC3CCCCC3)c3ccco3)n2)o1 (stereo not drawn)	1	-1	-1	2	-6	-1	5	-4	5	-5
Cc1ccc(SCc2cc(=O)[nH]c(Nc3nc(C)c4ccccc4n3)n2)cc1	2	5	-1	2	3	-21	2	3	-12	3
O=C(CN1CCN(S(=O)(=O)/C=C/c2ccccc2)CC1)Nc1ccc(N2CCOCC2)cc1	8	6	6	0	-16	8	3	4	-1	1
O=C(Nc1ccccc1Cl)N1CCn2c(nc3ccccc32)C1	-1	0	-9	-3	9	-2	-3	2	-3	5
CC(C)c1ccc(S(=O)(=O)N2CCCCC2)cc1	0	11	-1	1	3	0	-1	5	4	11
CCCNC(=O)C1(C)CCCN(C(=O)c2cccnc2Oc2ccccc2)C1 (stereo not drawn)	-1	-16	-4	6	-1	-6	3	1	-9	14*
CCCc1c(C(=O)N/N=C(\C)c2ccc(O)cc2)nnn1-c1nonc1N	2	6	2	-1	5	0	0	-3	7	-7
CN(CC(=O)Nc1ccc(F)cc1)C(=O)c1cn(-c2ccccc2)nc1-c1cccs1	-1	-3	0	-6	1	-1	-5	-5	6	2
COc1ccc(CNC(=O)COC(=O)c2ccc3ncsc3c2)cc1OC	-1	-8	-3	7	-8	6	-16	-10	-6	-4
CC1CCCCC12NC(=O)N(CC(=O)NNC(=O)c1ccc(Br)cc1)C2=O (stereo not drawn)	2	-5	-7	-1	0	-2	0	1	11	-2
COc1ccc(/C=C/C(=O)OCC(=O)NC2CCCCCC2)cc1OC	-12	-57	-11	-3	-8	0	-9	-28	-8	1
CS(=O)(=O)N(CC(=O)Nc1cccc(Br)c1)Cc1ccccc1	1	17	-1	-12	-5	-4	9	-8	14	3
Cc1oc(-c2ccccc2)nc1CS(=O)CC(=O)NC1CCCC1 (stereo not drawn)	1	-1	0	-1	1	5	6	-2	-5	4
O=C(OCC(=O)N1CCOCC1)c1ccc(Cl)c(S(=O)(=O)N2CCc3ccccc32)c1	-2	-7	1	-3	-10	3	-4	0	-1	3
Cc1noc(C)c1C(=O)N1CCCC1	0	13	-1	0	-3	-2	-4	3	3	2
O=C(CCCOc1ccccc1)N1CCCc2ccccc21	0	-6	-3	-4	1	-3	-8	-1	22	-2
Cc1cccc(C(=O)N/N=C/c2coc3ccccc3c2=O)c1	1	11	5	2	-19	0	-22	-10	-4	-4
O=C(CCSc1ccc(Cl)cc1)c1cccs1	1	5	0	-7	-1	0	8	2	-5	2
CC(CN1CCN(C)CC1)OC(=O)c1ccc(Cl)cc1 (stereo not drawn)	0	-2	-5	-4	-1	-4	5	0	7	4
Cc1cc(C(C)(C)C)ccc1OCCCCN1CCCC1	-1	-7	-3	2	6	0	7	2	-11	0
Cc1ccccc1-n1nc2c(c1NC(=O)c1cccc(F)c1)CS(=O)C2 (stereo not drawn)	-1	-8	-3	-1	6	10	0	0	-15	0
COc1cc(C2c3cc4c(cc3OC(N3CCOCC3)C2C)OCO4)cc(OC)c1OC(C)=O (stereo not drawn)	0	-3	-5	6	-2	6	3	-3	-12	-8
O=P(CCCCCCCCCP(=O)(c1ccccc1)c1ccccc1)(c1ccccc1)c1ccccc1	3	-1	2	-3	-6	-1	-7	-1	-5	-6
O=C(CCc1ccc(Oc2cc([N+](=O)[O-])cc([N+](=O)[O-])c2)cc1)NC1CCCC1	-2	3	-2	0	-2	3	8	-6	0	-1
O=C(NNC(=O)c1ccc2ccccc2c1)c1cccc(Br)c1	-2	1	-2	-1	1	-1	-16	2	-8	-2
CSc1nnc(C)c(=O)n1COC(=O)c1ccc(S(=O)(=O)N(C)C)cc1	5	2	1	-2	7	6	-12	2	6	3
COc1ccc(CNC(=O)C2CCCN2C)cc1OC (stereo not drawn)	0	-3	-6	4	-8	1	-11	-9	3	2
CC(=O)c1c(CC(=O)O)[nH]n(-c2nc3ccccc3s2)c1=O	-15	-4	-8	-4	5	6	-2	-26	4	4

Complete entries, looked up by structure. Values in the order: PLCg1 inh	ADAM10 inh	ADAM17 inh	DDE Tn6 FP inh	TDP2 inh	SIAE primary	ARFGAP1 inhibitor	PLCb3 inh	ASAP1 inh	Tn7 DDE FP
Shown for CSc1nnc(C)c(=O)n1COC(=O)c1ccc(S(=O)(=O)N(C)C)cc1 = 5	2	1	-2	7	6	-12	2	6	3
Shown for COc1ccc(CNC(=O)C2CCCN2C)cc1OC (stereo not drawn) = 0	-3	-6	4	-8	1	-11	-9	3	2
Shown for CCCNC(=O)C1(C)CCCN(C(=O)c2cccnc2Oc2ccccc2)C1 (stereo not drawn) = -1	-16	-4	6	-1	-6	3	1	-9	14*
Shown for COc1cc(C2c3cc4c(cc3OC(N3CCOCC3)C2C)OCO4)cc(OC)c1OC(C)=O (stereo not drawn) = 0	-3	-5	6	-2	6	3	-3	-12	-8
Shown for O=C(NNC(=O)c1ccc2ccccc2c1)c1cccc(Br)c1 = -2	1	-2	-1	1	-1	-16	2	-8	-2

Quoted at random: 2 entries already listed, in no set order.
SMILES	PLCg1 inh	ADAM10 inh	ADAM17 inh	DDE Tn6 FP inh	TDP2 inh	SIAE primary	ARFGAP1 inhibitor	PLCb3 inh	ASAP1 inh	Tn7 DDE FP
O=P(CCCCCCCCCP(=O)(c1ccccc1)c1ccccc1)(c1ccccc1)c1ccccc1	3	-1	2	-3	-6	-1	-7	-1	-5	-6
CC(CN1CCN(C)CC1)OC(=O)c1ccc(Cl)cc1 (stereo not drawn)	0	-2	-5	-4	-1	-4	5	0	7	4
